Large T inhibition: TAg ATPase/helicase activity blockers – biochemical (AID 1903). SV40 large T antigen ATPase/helicase inhibition assay; higher % means a stronger effect. one-dose inhibition, % at 20 µM; IC50 in µM for titrated hits. 310,000 tested, 0.39% active; in the data active means a potency from the dose series; inconclusive means inhibition mostly from about 32% at the one dose, without a potency; inactive means the rest, 99 in 100 with inhibition below about 32%; further: strong numbers were not always called active
RSV antiviral HEp-2: inhibition of RSV-induced cytopathic effect – HEp-2 cells, primary 10 µM value included (AID 2391); 310,000 tested, 0.13% active; one-dose CPE inhibition, % at 10 µM; IC50 in µM for titrated hits; HEp-2 cells, RSV-induced CPE inhibition; higher % means a stronger effect; in the data active means a potency from the dose series; inconclusive means CPE inhibition mostly from about 23% at the one dose, without a potency; inactive means the rest, 99 in 100 with CPE inhibition below about 21%; further: strong numbers were not always called active
T cell HTS: modulates CD8 T cell binding to vesicles; 330,000 tested, 0.068% active; calls only at 7 µM; 2C CD8+ T cell-vesicle binding, flow cytometry; active compounds read low;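 active means response, share of CD8 T cells binding vesicles, and their 90th percentile fluorescence all below set limits, cut at about 80% in these data, passing the limit was not always enough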
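Material: murine 2C transgenic CD8+ T lymphocytes / Also added: QL9-peptide-loaded Drosophila micro-vesicles bearing Ld, ICAM-1 and B7-1 / Schedule: binding step 1.5 h, 37 °C, antibody labelling 20 min, ice / Signal: flow cytometry, PE anti-B7-1 (FL2) versus Alexa647 anti-CD8 (FL8), PFA-fixed / Evaluation: percent CD8+ FL2 mean versus row control / Benchmarks: naked versus QL9-loaded vesicles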
b-catenin transl: alters nuclear translocation of beta-catenin in HeLa cells; nuclear translocation activity, % at 5 µM; immunofluorescence imaging; 190,000 tested, 0.3% active;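 active means nuclear translocation activity above 50% at 5 µM, with a well cell count of 50 or more; inconclusive means wells under 50 cells across six images, flagged as toxic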;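 further: per-cell ratio of nuclear to cytoplasmic median beta-catenin stain intensity; plate controls were DMSO negative control for no effect and GSK-3 inhibitor IX positive control for full effect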
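Test system: human HeLa cell line; Doses: 5 µM primary, 0.02–20 µM confirmation; Incubation: 24 h compound exposure, 37°C; Detection: beta-catenin immunofluorescence imaging with DAPI; Read-out: beta-catenin nuclear/cytoplasmic ratio, % activation.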
West Nile virus CPE: inhibition of WNV-induced cytopathic effect – cell-based, CPE readout (AID 1621). West Nile virus-infected cells, CPE inhibition; higher % means a stronger effect. one-dose CPE inhibition, % at 10 µM; IC50 in µM for titrated hits. 290,000 tested, 0.02% active; in the data active means a potency from the dose series; inconclusive means CPE inhibition mostly from about 3.7% at the one dose, without a potency; inactive means the rest, 99 in 100 with CPE inhibition below about 2.2%; further: strong numbers were not always called active
PhoP inhibition: PhoP-dependent GFP reporter repression – Salmonella Typhimurium, primary screen (AID 1863); S. Typhimurium PhoP-regulated promoter GFP reporter, 4 h; higher % means a stronger effect; one-dose inhibition, % at 50 µM; IC50 in µM for titrated hits; 300,000 tested, 0.16% active;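 active means inhibition over 29.93%, a cutoff 3 SD above the screen mean, later confirmed by dose response; inconclusive means inhibition over 29.93% but no dose response follow-up; inactive means inhibition at most 29.93% or unconfirmed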;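 further: 0% = low Mg2+ inducing control and 100% = high Mg2+ repressing control; strong numbers were not always called active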
Rac1 GTP hydrolysis: MgcRacGAP GTPase-activating activity inhibitors, confirmation, biochemical, ADP Hunter fluorescence. MgcRacGAP-stimulated Rac1 GTP hydrolysis, ADP Hunter fluorescence; higher % means a stronger effect; GST-tagged Rac1 F28L mutant substrate. inhibition, % at 30 µM; hits with a dose series show IC50 in µM. 340,000 tested, 0.6% active. AID 624330;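 active means first-screen hits whose inhibition reached a set limit at any dose in the follow-up dose series; inconclusive means inhibition above the set first-screen limit but never retested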;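 further: fluorescence reports GDP produced by GAP-driven GTP hydrolysis; strong numbers were not always called active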
Myeloid diff MLP: compounds promoting myeloid differentiation; calls only at 10 µM; AID 624256; ER-HoxA9 myeloid progenitors, lysozyme-GFP differentiation, flow cytometry; 360,000 tested, 1% active;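 active means normalized GFP-positive differentiation at or above the plate's own cutoff, the solvent-only control mean plus 3 SD; inconclusive means no clear call, values can overlap the other calls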;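 further: cells exposed to compound for four days before flow analysis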
WT yeast gro inh: growth inhibition of WT yeast, mitochondrial fusion screen; mitochondrial fusion phenotypic screen, WT strain; inhibition, % at 10 µM; 190,000 tested, 2.1% active; in the data active means inhibition above about 58%; tested in S. cerevisiae
WT yeast gro inh mutant strain: also measured in WT yeast gro inh; calls as there; inhibition, %; mitochondrial fusion phenotypic screen, mutant strain inhibition
b-catenin transl cell count 5 µM: recorded beside b-catenin transl, whose call it bears; cell count; measured here: cell count, cytotoxicity flag
T cell HTS vesicle-bound %: further read-out of T cell HTS, marked with its call; double positive events, %; measured here: CD8+ vesicle-bound cell fraction;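 binding gate set so that unloaded-vesicle control wells show 10% double positive cells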
Myeloid diff MLP GFP+ MAC1+ %: also measured in Myeloid diff MLP; calls as there; GFP+ MAC1+ double positive, %; measured here: differentiation confirmed by MAC1 staining
* marks the source's active call; other numbers are inactive results; i = inactive; ? = inconclusive; . = not tested or not shown.

SMILES	Large T inhibition	RSV antiviral HEp-2	T cell HTS	T cell HTS vesicle-bound %	b-catenin transl	b-catenin transl cell count 5 µM	West Nile virus CPE	PhoP inhibition	Rac1 GTP hydrolysis	Myeloid diff MLP	Myeloid diff MLP GFP+ MAC1+ %	WT yeast gro inh	WT yeast gro inh mutant strain
O=C(COC(=O)CCC(=O)c1ccccc1)NCCc1ccccc1	13%	-0.8%	i	13	.	.	.	5%	5%	i	1.0	.	.
O=C(CCC(=O)N1CCOc2ccccc21)NC1CCCCCC1	2%	1.5%	i	23	.	.	-0.2%	.	11%	i	3.9	.	.
Cc1cc(N2C(=O)C3C4C=CC(C4)C3C2=O)ccc1NC(=O)c1cccs1 (centres undefined)	6%	1.9%	i	44	.	.	-0.1%	-10%	7%	i	0.9	-8	-15
COc1ccc(N(CC(=O)Nc2ccccc2C(=O)NCC(C)C)S(C)(=O)=O)cc1	1%	0.6%	i	46	.	.	-0.6%	-7%	8%	i	1.0	-4	14
COC(=O)C1CCN(C(=O)c2sc3nc(-c4ccccc4)cn3c2C)CC1	24%	0.9%	i	46	.	.	0.3%	3%	14%	i	0.8	15	25
O=C(/C=C\c1cn(-c2ccccc2)nc1-c1ccc2c(c1)OCCO2)N1CCOCC1	6%	2.8%	i	65	0.1	946	0.7%	-9%	-12%	i	0.4	-14	-10
CC(NC(=O)c1ccccc1NC(=O)CN1CCN(c2ccccc2O)CC1)c1ccccc1 (centres undefined)	.	-0.5%	i	26	.	.	.	.	5%	i	1.2	.	.
COc1cccc(-n2c(Cc3cc(=O)[nH]c(=O)[nH]3)nnc2SC(C)C)c1	4%	4.9%	i	45	.	.	0.0%	6%	1%	i	1.7	11	6
CCc1c(C)sc(NC(=S)N2CCN(C(=O)C3CCCO3)CC2)c1C(=O)OC (centres undefined)	14%	7.4%	i	4	.	.	-0.3%	-2%	8%	i	5.1	.	.
COc1ccc(NC(=O)/C(Cl)=C(/Cl)S(=O)Cc2ccc(C)cc2)cn1 (centres undefined)	28%	-3.7%	i	65	.	.	-0.8%	-2%	?	?	.	84	89
COc1ccc(S(=O)(=O)N2CCC(C(=O)NCc3ccc(C)cc3)CC2)cc1	7%	0.4%	i	28	.	.	0.0%	-3%	5%	i	0.5	.	.
COCCNC(=O)Cn1nc(-c2ccccc2)c2ccccc2c1=O	19%	1.3%	i	48	.	.	-1.0%	.	7%	i	0.7	.	.
CCCc1cc(NCCCCO)n2c(nc3ccccc32)c1C#N	13%	5.1%	i	18	-4.2	899	0.2%	-8%	6%	i	2.8	6	13
CCN(CC)S(=O)(=O)c1cc(NC(=O)COC(=O)c2sc3ccccc3c2Cl)ccc1C	7%	1.0%	i	10	-0.6	975	0.2%	-6%	7%	i	0.2	9	-2
Cc1cc(C)c(S(=O)(=O)N2CCCCC2CCNC(=O)C(=O)NCc2ccccn2)c(C)c1 (centres undefined)	11%	-0.7%	i	56	.	.	.	-6%	6%	i	0.3	.	.
Cn1cnc2c(=O)[nH]cc([N+](=O)[O-])c21	5%	?	i	61	-1.3	932	0.3%	6%	0%	i	0.6	-5	3
COc1cc(NC(=S)NC(=O)c2ccco2)ccc1NC(=O)C(C)C	9%	0.3%	i	18	0.0	969	0.3%	-4%	2%	i	0.2	-7	-3
CCc1ccccc1NC(=O)c1ccc2c(O)c(S(=O)(=O)c3ccc(OC)cc3)c(=O)[nH]c2c1	3%	2.1%	i	12	.	.	0.9%	2%	-4%	i	3.2	.	.
O=C(NCCc1c[nH]c2ccccc12)OCCCCOC(=O)NCCc1c[nH]c2ccccc12	16%	3.4%	i	13	.	.	.	15%	14%	i	2.2	.	.
CCC1C(=O)Nc2nc(-c3ccccc3)c(-c3ccccc3)n2N=C1C (centres undefined)	2%	1.0%	i	54	0.1	1161	-0.4%	-1%	6%	i	0.5	39	15
CC(C)c1ccc(NC(=O)c2cccc(Br)c2)cc1	13%	1.4%	i	58	.	.	-0.4%	5%	12%	i	0.5	25	22
O=C(N/C(=C\c1cccc([N+](=O)[O-])c1)C(=O)N(CCO)CCO)c1ccco1	1%	1.7%	i	67	0.5	1418	2.3%	1%	-3%	i	0.2	-8	-5
Cc1ccc(S(=O)(=O)Oc2ccc(/C=N/NC(=O)c3ccncc3)cc2)cc1	12%	1.1%	i	28	.	.	0.3%	4%	5%	i	0.6	.	.
CN1CCN(C(CNC(=O)C(=O)NC2CCCCC2)c2ccc(F)cc2)CC1 (centres undefined)	24%	-2.7%	i	43	.	.	.	2%	4%	i	0.9	.	.
COc1cccc(NC(=O)C(Cc2ccccc2)NC(=O)C2CCC(C)CC2)c1 (centres undefined)	4%	4.1%	i	39	-2.8	1057	-1.6%	-3%	7%	i	3.3	14	14

Entries of single compounds from above. Order of screens: Large T inhibition	RSV antiviral HEp-2	T cell HTS	T cell HTS vesicle-bound %	b-catenin transl	b-catenin transl cell count 5 µM	West Nile virus CPE	PhoP inhibition	Rac1 GTP hydrolysis	Myeloid diff MLP	Myeloid diff MLP GFP+ MAC1+ %	WT yeast gro inh	WT yeast gro inh mutant strain
O=C(NCCc1c[nH]c2ccccc12)OCCCCOC(=O)NCCc1c[nH]c2ccccc12 across the screens: 16%	3.4%	i	13	.	.	.	15%	14%	i	2.2	.	.
Cc1cc(N2C(=O)C3C4C=CC(C4)C3C2=O)ccc1NC(=O)c1cccs1 (centres undefined) across the screens: 6%	1.9%	i	44	.	.	-0.1%	-10%	7%	i	0.9	-8	-15
CC(NC(=O)c1ccccc1NC(=O)CN1CCN(c2ccccc2O)CC1)c1ccccc1 (centres undefined) across the screens: .	-0.5%	i	26	.	.	.	.	5%	i	1.2	.	.
Cc1cc(C)c(S(=O)(=O)N2CCCCC2CCNC(=O)C(=O)NCc2ccccn2)c(C)c1 (centres undefined) across the screens: 11%	-0.7%	i	56	.	.	.	-6%	6%	i	0.3	.	.
CCN(CC)S(=O)(=O)c1cc(NC(=O)COC(=O)c2sc3ccccc3c2Cl)ccc1C across the screens: 7%	1.0%	i	10	-0.6	975	0.2%	-6%	7%	i	0.2	9	-2

Remaining list, next part:
SMILES	Large T inhibition	RSV antiviral HEp-2	T cell HTS	T cell HTS vesicle-bound %	b-catenin transl	b-catenin transl cell count 5 µM	West Nile virus CPE	PhoP inhibition	Rac1 GTP hydrolysis	Myeloid diff MLP	Myeloid diff MLP GFP+ MAC1+ %	WT yeast gro inh	WT yeast gro inh mutant strain
COc1ccc(N2C(=O)NC3CC2(C)Oc2ccccc23)cc1OC (centres undefined)	2%	1.3%	i	2	.	.	-0.2%	-8%	-1%	i	0.4	7	6
CCCCc1nc(Cl)c(C#N)c2c1CSC(C)(C)C2	8%	-1.1%	i	41	-3.5	1130	-0.5%	5%	-6%	i	0.9	44	7
Cc1cc(C(F)(F)F)nn1CC(=O)Nc1ccc2c(c1)OCO2	26%	0.2%	i	20	.	.	-0.2%	6%	6%	.	.	.	.
Cc1sc(NC(=O)C2CC=CCC2C(=O)O)c(C(=O)OC(C)C)c1C (centres undefined)	18%	4.3%	i	26	1.2	991	1.2%	-8%	3%	i	0.5	5	11
CCCCNC(=O)NC1CCCC1	9%	0.9%	i	49	-0.4	962	0.5%	-11%	6%	i	0.5	-10	-4
COc1ccc(-c2nc3ccccc3c(=O)[nH]2)cc1	3%	-0.3%	i	55	.	.	-1.6%	2%	6%	i	0.3	.	.
CCCCCOP(=O)(c1ccccc1)c1ccccc1	3%	0.6%	i	3	-1.8	1150	-0.9%	-8%	5%	i	1.6	9	2
Cc1noc(C)c1S(=O)(=O)N1CCCC(C(=O)N2CCc3ccccc3C2)C1 (centres undefined)	10%	-0.2%	i	48	.	.	-0.4%	9%	3%	i	6.5	-7	-7
CC1=C(C(=O)OCc2ccccc2)C(c2cccc(Br)c2)NC(=O)N1 (centres undefined)	22%	4.9%	i	66	.	.	-1.3%	0%	14%	i	0.6	.	.
Cc1ccc(S(=O)(=O)N(CC(O)CN2CCOCC2)c2cc(Cl)ccc2Cl)cc1 (centres undefined)	1%	-1.5%	i	1	.	.	-0.5%	6%	5%	i	0.4	4	1
O=C(CCCc1nc2ccccc2s1)NCc1ccc(F)cc1	2%	0.4%	i	50	.	.	0.0%	3%	-2%	i	0.1	-2	-14
N#CC(C#N)=Cc1cn(-c2ncc(C(F)(F)F)cc2Cl)c2ccccc12	5%	5.7%	i	54	2.3	1000	0.0%	-4%	5%	i	0.8	11	26
O=S1(=O)CCO[C@H]2Cc3ccccc3[C@H]2N1Cc1ccccc1	17%	-1.4%	i	21	.	.	0.3%	-1%	5%	i	1.3	.	.
Cc1cc(C)n(-c2cc(N3CCOCC3)nc(-c3ccccc3)n2)n1	0%	0.7%	i	4	.	.	0.2%	8%	6%	i	4.9	-10	-4
CCC(C)NC(=O)C1CCCN(c2nc(C)cc(OC)n2)C1 (centres undefined)	8%	0.8%	i	44	-2.1	1176	-0.1%	0%	-2%	i	0.8	-19	-1
O=C(CC1C(=O)NCCN1CC1CCCCC1)NCc1cc(F)ccc1F (centres undefined)	0%	-1.4%	i	34	0.9	1557	-0.9%	6%	2%	i	0.3	-6	0
C=C1C(=O)O[C@@H]2C[C@@H](C)[C@@H]3C=CC(=O)[C@@]3(C)[C@@H](OC(C)=O)[C@H]12	36%	-3.6%	i	46	-1.0	1179	-2.1%	-3%	.	.	.	.	.
COc1ccccc1C(CNC(=O)C(C)(C)Oc1ccc(Cl)cc1)N1CCCC1 (centres undefined)	4%	-2.2%	i	28	.	.	.	-2%	9%	i	0.6	.	.
CC1CCC2(CC1)NC(=O)N(CC(=O)Nc1nc(-c3ccc(F)cc3)cs1)C2=O (centres undefined)	6%	1.4%	i	50	0.8	943	-0.1%	0%	11%	.	.	8	7
O=C1CCC(=O)N1OCCOc1ccccc1	5%	2.4%	i	20	-3.7	1109	-0.1%	6%	0%	i	0.7	-16	2
O=C1C=C(c2cccc3c2sc2ccccc23)C[C@@H](c2ccc(F)cc2)C1	.	-0.3%	i	23	.	.	.	.	3%	i	0.6	.	.
O=C(NCc1cccs1)c1ccc(N2CCCC2=O)cc1	12%	-0.2%	i	8	-2.2	1069	-0.2%	1%	6%	i	1.3	19	5
